# High-throughput results from PubChem.
# SRC2 TRFRET art: TR-FRET signal artefacts, primary screen, artefact control for PPARgamma SRC-2 agonist project, biochemical; TR-FRET artefact counter-screen; active compounds read high; TR-FRET ratio at 8 µM; hit rate 0.4% among 200,000; AID 1049, 2008; in the data active = TR-FRET ratio above about 2000; also: inactives centre near 1500
# S1P3 antag: S1P3 receptor antagonists, primary screen, cell-based; CHO S1P3 NFAT-BLA reporter, FRET fluorescence, antagonist mode; inhibition, % at 4.98 µM; hit rate 0.27% among 170,000; AID 485, 2006;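 active = inhibition above the plate cutoff, the mean inhibition of test wells on that plate plus 3 SD, cut at about 28% in these data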;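 also: cells challenged with S1P at its EC80 of 0.8 µM; blue over green emission ratio from cleaved BLA substrate after 4 h stimulation; 0% = S1P-stimulated wells and 100% = unstimulated DMSO-only wells; some compounds past the cut are filed as inactive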
# Target sequence (Q99500 whole entry, looked up): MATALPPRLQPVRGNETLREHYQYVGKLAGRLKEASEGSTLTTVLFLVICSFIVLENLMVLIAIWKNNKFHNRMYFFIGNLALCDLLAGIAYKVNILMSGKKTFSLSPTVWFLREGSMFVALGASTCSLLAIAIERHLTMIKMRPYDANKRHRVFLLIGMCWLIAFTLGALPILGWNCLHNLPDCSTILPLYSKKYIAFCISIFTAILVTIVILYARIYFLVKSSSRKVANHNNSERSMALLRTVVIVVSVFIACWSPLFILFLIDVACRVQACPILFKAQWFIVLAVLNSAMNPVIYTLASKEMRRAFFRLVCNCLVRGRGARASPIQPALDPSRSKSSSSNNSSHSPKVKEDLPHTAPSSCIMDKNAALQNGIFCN
# PPARg SRC-1 ag: PPARgamma agonists recruiting SRC-1 coactivator, primary screen, biochemical. Peroxisome proliferator-activated receptor gamma (Homo sapiens), P37231. PPARgamma-SRC-1 coactivator recruitment biochemical assay. activation, % at 8 µM. hit rate 0.41% among 200,000. AID 631, 2007; in the data active = activation above about 19%;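 also: 0% = DMSO and 100% = reference agonist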
# Target sequence (P37231 whole entry, looked up): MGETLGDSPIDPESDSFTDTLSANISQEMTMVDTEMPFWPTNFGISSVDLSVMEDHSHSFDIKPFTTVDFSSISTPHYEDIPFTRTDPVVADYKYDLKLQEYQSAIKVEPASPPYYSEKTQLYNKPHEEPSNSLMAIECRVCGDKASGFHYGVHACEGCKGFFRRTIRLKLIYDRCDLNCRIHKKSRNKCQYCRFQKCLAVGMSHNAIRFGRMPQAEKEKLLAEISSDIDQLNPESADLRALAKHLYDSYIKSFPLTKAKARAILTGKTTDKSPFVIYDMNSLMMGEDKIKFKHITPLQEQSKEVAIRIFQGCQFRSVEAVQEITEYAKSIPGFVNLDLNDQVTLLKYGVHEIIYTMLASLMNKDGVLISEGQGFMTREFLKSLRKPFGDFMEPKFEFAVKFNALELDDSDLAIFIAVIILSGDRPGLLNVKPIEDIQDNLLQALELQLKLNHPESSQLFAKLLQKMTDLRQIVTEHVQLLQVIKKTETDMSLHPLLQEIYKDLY
# DTT redox prof: compounds producing H2O2 with reducing agent – biochemical, NIH compound library profiling, artefact control for MLSCN library redox annotation, primary screen. DTT-dependent redox cycling H2O2, phenol red/HRP absorbance; 100% = 100 µM peroxide control, 0% = buffer. activation, % at 10 µM. hit rate 0.03% among 200,000. AID 878, 2007;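 active = activation of at least 50% relative to the plate's high and low controls in the primary single-dose screen; inactive = activation below 50%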;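 also: compound incubated with DTT at 0.8 mM final as the reducing agent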
# TLR4 MyD88 comp: inhibitors of TLR4-MyD88 association in cells, primary screen, cell-based, HeLa CL3-4, BLA complementation, FRET ratio. Toll-like receptor 4 (Homo sapiens) + Myeloid differentiation primary response protein …. HeLa CL3-4 TLR4/MyD88 BLA complementation. inhibition, % at 8.4 µM. hit rate 0.18% among 200,000; in the data active = inhibition above about 25%;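 also: 0% = vehicle and 100% = reference inhibitor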
# PPARg SRC3 recr: PPARgamma agonists recruiting SRC-3 coactivator, primary screen, biochemical. Peroxisome proliferator-activated receptor gamma (Homo sapiens), P37231. biochemical PPARgamma/SRC-3 coactivator recruitment assay. activation, % at 8 µM. hit rate 0.26% among 200,000. AID 731, 2007; in the data active = activation above about 23%;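 also: 0% = DMSO and 100% = reference agonist; some compounds past the cut are filed as inactive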
# bIAP activator: bovine intestinal alkaline phosphatase activators, primary screen, biochemical, bovine IAP, CDP-star luminescence. alkaline phosphatase, intestinal [Bos taurus]. purified bovine IAP, 30 min; active compounds read high; fold of DMSO-control signal, blank-subtracted. activation factor at 20 µM. hit rate 0.17% among 200,000. AID 1016, 2008;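 active = activation factor of 2 or more at 20 µM, a signal rise over negative controls twice the positive control's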
# L major viab: Leishmania major promastigote growth inhibition, primary screen; inhibition, % at 10 µM; hit rate 9% among 200,000; AID 1063, 2008; Leishmania major promastigotes, resazurin fluorescence viability; in the data active = inhibition above about 50%;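 also: promastigotes grown with compound for 44 hours at 28 °C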
# PPARg SRC-2 ag: agonists of PPARg-SRC-2 recruitment, primary screen, biochemical, HTS; PPARgamma LBD-SRC-2 recruitment; activation, % at 8 µM; hit rate 0.34% among 200,000; AID 1032, 2008; in the data active = activation above about 22%;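 also: 0% = vehicle and 100% = reference agonist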
# bIAP inh: bovine intestinal alkaline phosphatase inhibitors, primary screen, selectivity assay for TNAP inhibitor project, biochemical, bovine IAP, CDP-star luminescence; alkaline phosphatase, intestinal [Bos taurus]; purified bovine IAP, 30 min; inhibition, % at 20 µM; 190,000 tested, under 10 active; AID 1019, 2008;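 active = over 50% inhibition of intestinal alkaline phosphatase at 20 µM in the single-dose screen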
#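 Incubation: 30 min reaction at room temperature / Material: purified bovine intestinal alkaline phosphatase (IAP) enzyme / Input: enzyme at 1/65,000,000 dilution / Dosing: 20 µM single dose / Signal: CDP-star luminescence signal / Reagent: CDP-star chemiluminescent phosphatase substrate, 30 µM final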
# ROMK primary: ROMK potassium channel modulators, primary screen, cell-based, thallium flux, MLSMR library; Tet-inducible ROMK, thallium flux fluorescence; actives lie on both sides; B-score at 10 µM; hit rate 2% among 130,000;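 active = signal ratio slope over the read window, or its plate-corrected B-score, at least 3 SD from the plate mean, either direction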;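 also: B-score of the F/F0 ratio slope over 7 to 12 s after thallium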
# An asterisk follows results filed as active; · = not tested or not shown.
1. COc1ccccc1CN(Cc1cc2cc3c(cc2[nH]c1=O)OCCO3)Cc1nnnn1Cc1ccco1
2. O=C(CN1C(=O)C2C3c4ccccc4C(c4ccccc43)C2C1=O)Nc1ccccc1C(=O)O (stereo not given)
3. CCOC(=O)c1cc(=O)n2[nH]c(-c3ccc(C)cc3)cc2n1
4. COCCn1nnnc1CN1CCN2CCCC2C1 (stereo not given)
5. CNC(=O)COc1ccccc1C(=O)Nc1ccc2c(c1)oc1ccccc12
6. Cc1ccc(S(=O)(=O)C/N=C(/NC(=S)N(c2ccccc2)c2ccccc2)c2ccccc2)cc1
7. COC(=O)c1c(C(=O)OC)c2n(c1C)CCC2
8. COc1cc(C2CC(=O)C=C(O)C2)cc(OC)c1OC (stereo not given)

assay / entry	1	2	3	4	5	6	7	8
SRC2 TRFRET art	1513	1578	1550	1292	1659	1643	1760	1628
S1P3 antag	·	4	-9	-8	·	·	17	·
PPARg SRC-1 ag	0	5	10	-1	10	7	7	3
DTT redox prof	2.1	0.0	0.7	-0.3	1.9	0.3	0.0	3.6
TLR4 MyD88 comp	-12	-3	3	-17	-2	-13	6	-3
PPARg SRC3 recr	11	0	0	2	-1	12	6	7
bIAP activator	1	0.7	0.9	0.9	1	0.9	1	1
L major viab	-1	-13	-1	-6	-4	4	-3	-3
PPARg SRC-2 ag	6	-3	-1	1	-5	5	-2	-2
bIAP inh	1	34	12	6	-1	14	2	3
ROMK primary	·	0.22	0.74	0.36	·	-0.59	1.1	·

9. CN1CCN(c2ccc(-c3ccnn3C(=O)Nc3ccccc3)cc2)CC1
10. Cc1ccc(Cl)cc1N1CCN(C(=O)C2CCCN(S(=O)(=O)c3cnc[nH]3)C2)CC1 (stereo not given)
11. CN(C(=O)COC(=O)c1ccccc1C(=O)N1CCN(c2ccccc2)CC1)c1ccccc1
12. O=C(Nc1ccc(Cl)cc1)N1CCC(c2nc(-c3ccccc3Cl)no2)CC1
13. Cc1ccc2nc(C)cc(NCCO)c2c1
14. COc1cccc(C(C)NC(=O)Nc2cc(Cl)ccc2OC)c1 (stereo not given)
15. COc1ccc(NC(=S)N(CCN(C)C)C(C)c2ccco2)cc1Cl (stereo not given)
16. CCC(C)[C@H](NC(=O)OC(C)(C)C)C(=O)N/N=C/c1ccc2nccnc2c1 (stereo not given in full)

assay / entry	9	10	11	12	13	14	15	16
SRC2 TRFRET art	1584	1513	1423	1533	1581	1396	1599	1703
S1P3 antag	-1	2	-6	·	8	14	-3	·
PPARg SRC-1 ag	0	-1	-6	1	1	-4	-6	5
DTT redox prof	0.0	-0.7	0.0	-0.2	1.5	0.1	-0.2	-1.6
TLR4 MyD88 comp	-20	-1	-4	2	3	-4	-6	-1
PPARg SRC3 recr	-4	5	-3	7	-7	5	2	20
bIAP activator	1.1	1.2	1.2	1	0.9	1	0.3	0.9
L major viab	3	-4	0	9	33	-6	67*	32
PPARg SRC-2 ag	-7	-3	0	3	3	5	-6	9
bIAP inh	-12	-15	-15	2	10	2	·	7
ROMK primary	-1.1	·	0.19	·	·	0.23	-0.88	·

17. CN(C)S(=O)(=O)c1cccc(NC(=S)N2CCc3ccccc32)c1
18. CN(Cc1ccccc1NC(=O)c1ccc(S(=O)(=O)N(C)C)cc1)C1CCCCC1
19. O=C(CCNC(=O)Cn1cnc2ccccc2c1=O)NCCC1=CCCCC1
20. O=C(O)c1ccc(COCC(F)(F)F)cc1
21. Cc1cc(Cl)ccc1Oc1nc(-c2ccc(F)cc2)ccc1C#N
22. Cc1ccc2ccc(C)[n+](CCCS(=O)(=O)[O-])c2c1
23. CCN1CCN(C(=S)NCC(C)C)CC1
24. CC1(C)OC(=O)N(Cc2ccco2)C1(C)O (stereo not given)

assay / entry	17	18	19	20	21	22	23	24
SRC2 TRFRET art	1471	1730	1553	1546	1435	1652	1431	1699
S1P3 antag	6	-10	-10	-54	·	-5	-10	6
PPARg SRC-1 ag	-1	4	-2	0	-1	-2	-1	5
DTT redox prof	-2.7	-1.0	-2.2	-1.9	-5.4	-0.1	-0.4	2.0
TLR4 MyD88 comp	7	6	5	9	-6	4	11	6
PPARg SRC3 recr	3	3	3	0	-1	1	3	5
bIAP activator	0.9	0.9	1	1	1	0.9	1	1.1
L major viab	22	44	-10	-9	-9	-1	7	-6
PPARg SRC-2 ag	3	12	3	-1	5	-1	7	-5
bIAP inh	10	15	0	-2	-2	6	0	-6
ROMK primary	-0.54	0.046	·	·	0.98	·	-0.42	·

25. CCN1CCCC1CNc1ncnc2c1[nH]c1ccc(Cl)cc12 (stereo not given)
26. COCCCNC(=O)c1ccc(Cn2c(=O)c3ccccc3n(CC(=O)NCc3ccco3)c2=O)cc1
27. COC(=O)c1ccc(NS(=O)(=O)c2ccc(Cl)cc2)o1
28. O=C(COC(=O)Cc1ccc(Br)cc1)NC1CCCCC1
29. O=C(OCC#CCSc1nc2ccccc2o1)c1cc2ccccc2o1
30. CC(=O)NC(NC(C)=O)c1cccc(OCc2ccccc2)c1
31. O=C(COc1ccccc1)N(Cc1cc2ccccc2[nH]c1=O)CC1CCCO1 (stereo not given)
32. CCN(CC)S(=O)(=O)c1ccc(Cl)c(C(=O)N2CCc3ccccc32)c1

assay / entry	25	26	27	28	29	30	31	32
SRC2 TRFRET art	1389	1521	1506	1464	1694	1478	1549	1536
S1P3 antag	1	-9	-10	-3	·	-20	-19	·
PPARg SRC-1 ag	-7	-2	1	0	-2	10	5	-1
DTT redox prof	4.0	-1.8	-0.5	-1.6	-0.1	-0.6	-0.1	0.1
TLR4 MyD88 comp	-4	-5	-2	-20	2	-18	9	-5
PPARg SRC3 recr	-9	3	2	5	16	1	1	10
bIAP activator	1.5	1.1	1.2	1	0.9	1	1	0.9
L major viab	96*	1	-15	6	-3	1	-4	23
PPARg SRC-2 ag	-4	-2	2	5	7	0	5	8
bIAP inh	-47	-9	-16	3	10	2	5	9
ROMK primary	-2	-0.029	0.72	-0.57	-1	0.22	0.48	0.61

# Compound profiles (already shown). Order of values: SRC2 TRFRET art	S1P3 antag	PPARg SRC-1 ag	DTT redox prof	TLR4 MyD88 comp	PPARg SRC3 recr	bIAP activator	L major viab	PPARg SRC-2 ag	bIAP inh	ROMK primary
# Entry for CCN(CC)S(=O)(=O)c1ccc(Cl)c(C(=O)N2CCc3ccccc32)c1 → 1536	·	-1	0.1	-5	10	0.9	23	8	9	0.61
# Entry for O=C(COc1ccccc1)N(Cc1cc2ccccc2[nH]c1=O)CC1CCCO1 (stereo not given) → 1549	-19	5	-0.1	9	1	1	-4	5	5	0.48
# Entry for COC(=O)c1ccc(NS(=O)(=O)c2ccc(Cl)cc2)o1 → 1506	-10	1	-0.5	-2	2	1.2	-15	2	-16	0.72
# Entry for CCN1CCCC1CNc1ncnc2c1[nH]c1ccc(Cl)cc12 (stereo not given) → 1389	1	-7	4.0	-4	-9	1.5	96*	-4	-47	-2
# Entry for O=C(OCC#CCSc1nc2ccccc2o1)c1cc2ccccc2o1 → 1694	·	-2	-0.1	2	16	0.9	-3	7	10	-1

# Remaining list, next part
33. CCN(CC)C(=O)CSc1nc2ccc(NC(=O)CSc3nnc(COc4ccccc4C)n3C)cc2s1
34. Cc1nc2ccc(NC(=O)N3CCOCC3)cc2nc1C
35. COc1cccc(C(=O)N2CCN(C(=O)c3cccs3)CC2)c1OC
36. Cc1cc(C=O)c(C)n1-c1ccc(N2CCOCC2)cc1
37. O=C1c2ccccc2C(=O)N1c1cccnc1
38. COc1ccccc1CNC(=O)C1CCN(Cc2nc(-c3cccc(Cl)c3)oc2C)CC1
39. CCc1nc(N2CCN(Cc3ccc4c(c3)OCO4)CC2)c2oc3ccccc3c2n1
40. CCOC(=O)c1sc(NC(=O)Nc2ccc(Cl)cc2)nc1C

assay / entry	33	34	35	36	37	38	39	40
SRC2 TRFRET art	1628	1549	1540	1691	1416	1500	1606	1399
S1P3 antag	·	-16	-33	·	·	3	·	·
PPARg SRC-1 ag	-3	8	-4	-1	-3	3	5	2
DTT redox prof	2.1	-1.1	-2.3	0.3	-0.1	1.6	1.1	1.9
TLR4 MyD88 comp	0	2	9	-10	5	-2	-8	-11
PPARg SRC3 recr	-5	-3	13	2	-7	-8	4	11
bIAP activator	1	1	1.1	1.1	1	1.5	1.1	0.9
L major viab	-5	0	-4	-4	-5	11	47	11
PPARg SRC-2 ag	-5	0	12	2	0	-1	6	-1
bIAP inh	1	-1	-9	-7	3	-48	-6	10
ROMK primary	·	0.19	1.9	·	0.39	·	·	-0.51

41. CCOc1ccccc1NC(=O)CCS(=O)(=O)c1ccc(OC)cc1
42. CCCc1nc2cc(Cl)c([N+](=O)[O-])cc2o1
43. NC(=O)c1c[nH]c2ccccc12
44. C/C=C/C(=O)OCC(=O)Nc1ccc(OC)c(Cl)c1
45. O=C(CSc1nccn1-c1cccc(Cl)c1)NO
46. Cc1nn(C(=O)c2cccc([N+](=O)[O-])c2)c(C)c1Sc1ccccc1
47. CCSc1nnc(CNc2ccc(C)cc2)n1C
48. CCC/C(=N\NC(=O)c1csc(C)c1C)c1cccs1

assay / entry	41	42	43	44	45	46	47	48
SRC2 TRFRET art	1554	1704	1515	1510	1626	1619	1579	1549
S1P3 antag	-5	0	-2	12	18	·	-17	·
PPARg SRC-1 ag	1	7	-6	-2	12	1	-2	-1
DTT redox prof	-1.2	1.2	-0.5	0.2	0.2	-8.1	0.1	0.2
TLR4 MyD88 comp	-7	-5	-2	2	-3	6	7	-1
PPARg SRC3 recr	-3	0	2	-2	1	9	1	-7
bIAP activator	0.9	0.9	1	1.2	1.2	1	1.1	0.8
L major viab	-5	0	-7	-4	2	-1	-4	12
PPARg SRC-2 ag	-3	-2	-1	-4	12	1	4	6
bIAP inh	8	7	-5	-23	-21	-3	-13	17
ROMK primary	-1.3	-0.43	0.24	·	-0.43	-0.67	0.19	0.025

49. CC(NC(=O)COC(=O)c1ccc2c(c1)OCO2)c1ccccc1 (stereo not given)
50. Cc1cc(C)n2nc(SCC(=O)c3c(N)n(CC(C)C)c(=O)n(C)c3=O)nc2n1
51. CCOC(=O)c1sc(NC(=O)c2noc3c2CCCC3)c(C(=O)OCC)c1C
52. CCOC(=O)C1(Cc2ccccc2)CCCN(Cc2ccncc2)C1 (stereo not given)

assay / entry	49	50	51	52
SRC2 TRFRET art	1572	1392	1518	1439
S1P3 antag	-13	-10	1	-12
PPARg SRC-1 ag	4	2	3	-9
DTT redox prof	0.6	-0.7	-0.4	-0.4
TLR4 MyD88 comp	1	-9	4	6
PPARg SRC3 recr	5	0	6	3
bIAP activator	0.9	1.3	·	1
L major viab	-3	-1	5	6
PPARg SRC-2 ag	-4	-1	3	-9
bIAP inh	12	-29	·	2
ROMK primary	-0.14	1	·	-0.2
